# MCL1 BIM primary = inhibitors of MCL1 binding to BIM-BH3, primary screen, biochemical, fluorescence polarization | Induced myeloid leukemia cell differentiation protein Mcl-1 (Homo sapiens), Q07820 | GST-MCL1 / FITC-Bim-BH3 fluorescence polarization | inhibition, % at 10.9 µM | actives 0.68% (n = 320,000) | AID 2057, 2009;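 active = inhibition above the mean inhibition of all tested compounds plus 3 SD, set per campaign, cut at about 40% in these data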;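 also: 0% = DMSO wells and 100% = unlabeled Bim-BH3 peptide control; higher means more loss of mP so more displacement of Bim peptide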
# Target sequence (Q07820 whole entry, looked up): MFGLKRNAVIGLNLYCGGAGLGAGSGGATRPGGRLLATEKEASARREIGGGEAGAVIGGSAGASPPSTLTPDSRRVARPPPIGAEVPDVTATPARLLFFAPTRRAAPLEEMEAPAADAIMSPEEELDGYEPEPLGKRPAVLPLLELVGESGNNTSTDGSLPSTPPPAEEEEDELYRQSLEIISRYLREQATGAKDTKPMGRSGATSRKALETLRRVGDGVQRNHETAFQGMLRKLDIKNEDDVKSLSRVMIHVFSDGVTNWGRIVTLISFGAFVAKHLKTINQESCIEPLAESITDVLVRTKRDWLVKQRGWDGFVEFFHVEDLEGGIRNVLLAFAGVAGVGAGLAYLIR
# PME-1 inh = PME-1 inhibitors via competitive probe labeling, primary screen, biochemical, fluorescence polarization, FP-Rh probe, HTS | recombinant PME-1 | AID 2130, 2009 | inhibition, % at 5.9 µM | Protein phosphatase methylesterase 1 (Homo sapiens), Q9Y570 | actives 0.53% (n = 320,000);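 active = inhibition above the campaign mean of all compounds plus 3 SD, cut at about 26% in these data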;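 also: competitive labeling of PME-1 active site by serine hydrolase directed probe; 0% = PME-1 with DMSO and 100% = wells lacking PME-1 enzyme; inhibitors block probe labeling so polarization falls and inhibition rises; many of its hits are not listed in these tables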
# Target sequence (Q9Y570 whole entry, looked up): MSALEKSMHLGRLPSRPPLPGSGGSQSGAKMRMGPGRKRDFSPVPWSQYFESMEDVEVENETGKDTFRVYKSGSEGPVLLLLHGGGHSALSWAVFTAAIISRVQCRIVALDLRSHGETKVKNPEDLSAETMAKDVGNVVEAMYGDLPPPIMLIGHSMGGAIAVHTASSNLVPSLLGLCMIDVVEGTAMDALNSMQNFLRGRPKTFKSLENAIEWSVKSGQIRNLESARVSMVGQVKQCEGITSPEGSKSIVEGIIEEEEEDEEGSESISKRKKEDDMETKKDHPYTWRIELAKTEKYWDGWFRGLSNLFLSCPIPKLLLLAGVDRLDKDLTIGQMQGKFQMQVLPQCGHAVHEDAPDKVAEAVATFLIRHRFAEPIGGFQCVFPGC
# Fam108B inh = mouse Fam108B serine hydrolase inhibitors, primary screen, counter-screen for RBBP9 inhibitor project, biochemical, fluorescence polarization; inhibition, % at 9.51 µM; actives 0.33% (n = 300,000); recombinant Fam108B, FP-Rh probe fluorescence polarization;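 active = inhibition above the screen mean inhibition plus 3 SD, computed separately per campaign, cut at about 18% in these data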;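 also: inhibitors lower polarization as less probe binds the enzyme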
# GRK2 aptamer HTS = compounds blocking aptamer binding on GRK2 – biochemical, human GRK2, bead flow cytometry, HTS, primary screen; FAM-aptamer displacement from GRK2; Beta-adrenergic receptor kinase 1 (Homo sapiens), P25098; inhibition of aptamer binding, % at 10 µM; AID 488847, 2010; actives 0.59% (n = 330,000);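 active = inhibition of aptamer binding above 40%, roughly 3 SD of noise, on plates passing a quality check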;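 also: median bead fluorescence of bound FAM aptamer so fluorescent compounds give negative values; no value below 0 was filed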
# Bcl-xL primary = inhibitors of human Bcl-xL, primary screen, biochemical, fluorescence polarization, HTS; GST-Bcl-xL / FITC-Bim BH3 peptide fluorescence polarization; actives 0.7% (n = 320,000); Bcl-2-like protein 1 (Homo sapiens), Q07817; inhibition, % at 10.9 µM;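 active = inhibition above the mean of all tested compounds plus 3 SD, cutoff set per campaign, cut at about 30% in these data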;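 also: 0% = DMSO wells and 100% = unlabeled Bim-BH3 peptide competitor; inhibitors lower millipolarization by displacing the labeled peptide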
# Target sequence (Q07817 whole entry, looked up): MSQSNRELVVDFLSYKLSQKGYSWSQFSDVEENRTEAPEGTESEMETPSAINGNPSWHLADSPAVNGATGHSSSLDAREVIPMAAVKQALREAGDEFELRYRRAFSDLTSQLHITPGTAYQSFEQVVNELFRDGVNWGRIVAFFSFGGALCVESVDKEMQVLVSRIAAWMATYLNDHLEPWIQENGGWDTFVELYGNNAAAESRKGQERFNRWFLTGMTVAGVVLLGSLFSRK
# Efflux pump mplx = inhibitors of Candida efflux pumps in yeast, primary screen, S. cerevisiae, Nile Red, multiplex | S. cerevisiae Candida pump triplex | inhibition, % at 10 µM | actives 0.44% (n = 330,000);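 active = plate passing quality check with inhibition over a set limit, or well fluorescence over plate mean plus 4 SD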;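 also: Nile Red retained in pooled yeast measured as flow cytometry median fluorescence; 0% = buffer negative control and 100% = Enniatin B positive control; higher means more Nile Red kept so more efflux inhibition; some compounds called inactive have numbers as strong as hits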
# VLA-4 inh = inhibition in human VLA-4 binding assay, primary screen, VLA-4 allosteric modulator project, MLPCN library, flow cytometry, VLA-4 expressing cells; Integrin alpha-4 (Homo sapiens), P13612; ligand binding flow cytometry; inhibition, % (about 7 µM as worked out from the volumes in the protocol); actives 0.2% (n = 330,000); in the data active = inhibition above about 50%
# MEX-5 binding = MEX-5 zinc finger RNA-binding disruptors – biochemical, C. elegans, fluorescence polarization, MLPCN library, primary screen. Zinc finger protein mex-5 (Caenorhabditis elegans), Q9XUB2. MEX-5/FITC-TCR2 RNA binding; active compounds read low. activity score (negative = inhibition of binding), % at 10 µM. actives 0.38% (n = 300,000). AID 1832, 2009;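 active = inhibition past about -25% in most replicates, and total fluorescence under double the plate's negative control median, limit read from the data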;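 also: 0% = DMSO and -100% = 5 µM competing unlabeled TCR2 RNA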
# GLD-1 TGE inh = GLD-1/TGE RNA complex disruptors, primary screen, biochemical, fluorescence polarization. purified GLD-1 + fluorescein TGE RNA. actives 0.44% (n = 320,000). inhibition, % at 5.96 µM. Female germline-specific tumor suppressor gld-1 (Caenorhabditis elegans), Q17339. AID 2280, 2010;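 active = percent inhibition above a per-plate cutoff, the plate mean of test compounds plus 3 SD, cut at about 30% in these data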;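 also: 0% = DMSO wells with GLD-1 and probe and 100% = wells lacking GLD-1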
# Active calls of the source: *; . = no result given.
SMILES,MCL1 BIM primary,PME-1 inh,Fam108B inh,GRK2 aptamer HTS,Bcl-xL primary,Efflux pump mplx,VLA-4 inh,MEX-5 binding,GLD-1 TGE inh
Cc1ccc(C(=O)N2CCN(Cc3ccc4c(c3)OCO4)CC2)o1,5,-2,1,1,2,0.0,5,-3.3,2
Cc1ccc(-c2nnc(N(C)C(=O)c3ccccn3)s2)cn1,-3,-8,0,6,1,0.0,-3,-1.1,-2
CCN(CC(=O)Nc1c(F)cccc1F)C(=O)/C=C/c1c(C)nn(-c2ccc(F)cc2)c1C,1,1,4,0,2,0.0,0,1.6,9
CNC(=S)NNC(=O)c1cc(C(C)(C)C)nn1Cc1ccc(F)cc1,18,1,1,0,7,0.1,9,-0.1,3
COc1cc(C(=O)Nc2ccc(S(=O)(=O)Nc3cc(C)on3)cc2)cc(OC)c1OC,2,2,-1,0,-1,-0.1,-3,1.1,-1
CC1(C)CCc2nc(SCc3ccccc3)c(C#N)cc2C1,-3,-8,2,3,4,-0.1,-15,-2.2,7
CC(C)(C)OC(=O)NCCCC[C@H](NC(=O)c1nc[nH]c1C(=O)NCc1ccccc1)C(=O)OC(C)(C)C,2,-5,-5,0,-1,0.2,-21,-1.1,2
COC(=O)c1ccc(NC2=C(Cl)C(=O)OC2OC(=O)c2ccccc2)cc1 (stereo not given),2,-1,2,0,4,0.4,13,-0.4,9
Cc1cc(Br)c2nc3c(c(C(=O)O)c2c1)CCCCC3,-5,0,-5,0,1,0.1,13,3.5,-11
N#Cc1cc2cc3c(cc2nc1SCC(=O)N1CCOCC1)OCCO3,-1,5,5,0,0,0.1,0,-2.1,-7
Cc1c(N=N/C(C(=O)Nc2ccccc2)=C(/O)c2ccccc2)c(=O)n(-c2ccccc2)n1C,-36,-2,7,6,-17,0.1,-7,-5.4,-2
N#C/C(=C\c1ccc([N+](=O)[O-])o1)C(=O)Nc1ccc(F)cc1,28,-5,-12,5,41*,1.6*,-229,0.0,29
COc1ccc(-c2cc(CCCC(=O)NCCc3ccc(OC)cc3OC)no2)cc1,0,2,1,0,3,-0.1,6,0.7,0
CCOC(=O)C1=C(COC(=O)CNC(=O)c2ccccc2F)NC(=O)NC1C (stereo not given),-8,0,1,2,-3,0.1,-2,1.4,0
Cc1cc(SCc2cccc(C(F)(F)F)c2)nc(=O)[nH]1,1,0,2,5,2,-0.1,-6,2.2,0
O=C(CN1c2cccc3cccc(c23)S1(=O)=O)NC1CCCCC1,.,.,.,7,.,-0.1,16,.,-2
CCC(C(=O)NCc1ccco1)N(C(=O)CNS(=O)(=O)c1ccccc1)c1ccccc1C (stereo not given),-5,-2,1,0,-2,0.3,4,2.2,11
COc1cc2c(cc1OC)C(c1ccc(Br)cc1)NC(=O)C2 (stereo not given),.,.,.,0,.,0.1,-2,-0.4,.
CC1CCCC(C)N1C(=O)CNCc1ccc2c(c1)OCO2 (stereo not given),-11,2,-2,0,3,-0.1,0,0.2,-6
COc1cccc(CNS(=O)(=O)c2cc3c4c(c2)CCN4C(=O)CC3)c1,-2,-3,3,0,1,0.2,2,2.0,6
N/C(Cn1cncn1)=N\NC(=O)c1ccc(Cl)cc1Cl,-2,2,7,1,1,-0.1,6,2.6,-10
CCCn1c(=O)c(C(=O)NCCCc2ccccc2)c(O)c2ccccc21,2,-7,-4,0,1,-0.3,-3,-1.5,2
COc1cnc(-c2ccccn2)nc1Sc1ccccc1,-9,-9,-5,0,-3,0.4,7,4.8,-8
CC(C)CN1C(=O)NC(NC(=O)c2ccco2)(C(F)(F)F)C1=O (stereo not given),-3,-7,3,0,3,-0.2,6,-0.8,16
FC(F)(Cl)c1nnc2ccc(Cl)nn12,6,-2,4,0,2,-0.1,-2,0.2,-4
C=CCN1C(=O)C(O)(CC(=O)c2c(C)n[nH]c2C)c2cc(Br)ccc21 (stereo not given),-10,-1,1,3,-2,0.2,7,0.8,-8
CC(=O)Nc1cccc2c1C(=O)N(c1cccc(C)c1)C2=O,6,4,0,0,4,0.2,3,2.0,1
COc1ccc(S(=O)(=O)N2CCC(C(=O)Oc3ccc(C)cc3)CC2)cc1OC,0,6,2,0,2,-0.1,7,-2.1,2
NNC(=O)c1cnn(-c2ccccc2)c1C(F)(F)F,-4,2,-3,0,2,0.1,21,-0.2,-6
CC(=O)c1cccc(CN2CCCC(CCC(=O)NCc3ccc(C)o3)C2)c1 (stereo not given),3,3,-2,0,3,-0.4,1,-0.6,4
O=C(c1cc(-c2ccc(Cl)cc2)on1)N1CCCC1,0,2,-1,0,4,0.0,3,-1.7,-1
S=c1[nH]nc(COc2ccccc2)n1/N=C/c1ccc(Br)cc1,-22,11,0,2,-11,-0.3,5,-7.6,5
Cc1cc(C(=O)NCc2cccs2)no1,-4,-6,1,1,-2,0.0,2,1.4,5
COc1cc(C(=O)Oc2cccc(/C=N/NC(=O)c3cccnc3)c2)cc(OC)c1OC,-1,-11,-2,3,-2,0.0,4,0.2,-7
CC#CCN1c2ccccc2[C@]23C[C@@H](C(=O)OC)N(C(=O)NCCBr)C2=NC(C(=O)OC)=C(C(=O)OC)[C@H]13,6,3,0,0,4,0.0,2,2.8,2
O=c1[nH]c(=O)c2nnc(N/N=C\c3ccc(O)cc3)nc2[nH]1,8,-11,2,4,6,0.0,3,-8.2,-1
COc1ccc(C2/C=C\CN(Cc3ccco3)CC(=O)N2Cc2ccc(F)cc2)cc1 (stereo not given),-1,2,2,.,4,.,.,-1.6,6
CN(C)S(=O)(=O)c1ccc(=S)[nH]c1,-6,-1,0,1,3,0.1,-2,0.7,-4
O=C(Nc1ccc([N+](=O)[O-])cc1)Nn1cnnc1,2,1,2,7,4,0.0,-14,-0.6,-4
COc1ccc(OC)c(NC(=O)c2sc3nc(C)cc(C)c3c2N)c1,.,.,.,0,.,0.0,0,-0.3,.
Cc1ccc(S(=O)(=O)N(C)CC(=O)OCC(=O)NC(=O)Nc2ccc3c(c2)OCCO3)cc1,4,-1,1,3,2,-0.2,16,-3.4,3
CCOC(=O)C/C(=N\Nc1ncnc2ccccc12)c1ccccc1,4,1,0,0,2,0.2,20,-1.1,-3
COC(=O)Cn1c(=NC(=O)c2ccc(S(=O)(=O)N3CCOCC3)cc2)sc2cc(S(N)(=O)=O)ccc21,0,2,-7,7,1,0.0,5,-1.3,1
CCOc1ccc(NC(=O)CCC(=O)NNS(=O)(=O)c2ccccc2[N+](=O)[O-])cc1,7,-3,2,0,5,0.0,8,0.6,-3
CC(C)CC(NC(=O)C1CCC(C)CC1)C(=O)N1CCN(c2ccccn2)CC1 (stereo not given),-10,0,0,1,0,0.0,3,1.5,2
CCC(=O)N1CCCc2cc(S(=O)(=O)N3CCN(c4ccccc4F)CC3)ccc21,1,2,3,2,-3,-0.1,15,2.3,-4
Cc1ccc(CNC(=O)C2CCC(=O)N2Cc2ccc(F)cc2)cc1 (stereo not given),3,-2,-35,0,-1,0.0,7,-3.0,3
CC(C)C[C@H](NC(=O)[C@@H](Cc1ccccc1)n1c(=O)[nH]c2ccccc2c1=O)C(=O)N[C@@H](Cc1ccccc1)C(=O)O,0,4,2,2,2,0.1,0,3.0,5
C[C@@]12C(=O)N(Cc3ccc(Cl)cc3)CC(=O)N1[C@H]1c3ccccc3OC[C@@H]1[C@@H]2c1ccccc1,7,-3,.,0,4,0.5,9,.,-2
O=C(Cn1nc(-c2ccccc2)ccc1=O)NCc1ccc(F)cc1,3,-7,10,0,5,-0.1,-1,.,4
COc1ccc(OC)c(NC(=O)N2CCCc3ccccc32)c1,.,.,.,4,.,0.0,-2,-4.6,.
O=C(Nc1ccc(S(=O)(=O)Nc2nccs2)cc1)/C(=C/c1ccccc1Cl)NC(=O)c1ccccc1,6,-3,0,2,3,-4.2,10,-0.3,3
Cc1onc(-c2ccccc2)c1CNS(=O)(=O)c1cccc(Cl)c1,2,5,0,2,2,0.0,2,2.1,2
CCOC(=O)N/N=C\c1ccccc1OC/C=C/c1ccccc1,.,.,.,0,.,-0.1,1,-2.1,.
CCOc1ccc(OCCCCNC(C)(C)C)cc1,-8,-9,-4,3,-1,0.1,12,-4.8,8
CSc1ccccc1C(=O)Nc1ccccc1C(=O)NC(C)C,-1,4,-4,0,0,0.6,-7,-1.8,1
Cc1n[nH]c(C)c1NC(=O)CSc1nnnn1-c1cccc(F)c1,.,.,.,0,.,-0.1,-29,.,3
CC(NC(=O)CNC(=O)C1O[C@@H]2OC(C)(C)O[C@@H]2[C@H]2OC(C)(C)O[C@@H]12)C(=O)O (stereo not given in full),-7,-3,-4,3,0,-0.1,10,-0.4,-1
N#CCN1CCC2(O)CCCCC2C1c1ccc2c(c1)OCO2 (stereo not given),0,-6,1,0,0,-0.2,17,0.1,1
Cn1c(=O)[nH]c(=O)c2c1nc(NCCCn1ccnc1)n2Cc1ccc(F)cc1,3,-1,0,1,-1,-0.1,31,-2.5,1
# Continued.
SMILES,MCL1 BIM primary,PME-1 inh,Fam108B inh,GRK2 aptamer HTS,Bcl-xL primary,Efflux pump mplx,VLA-4 inh,MEX-5 binding,GLD-1 TGE inh
C=CCc1cccc2cc(C(=O)Nc3ccc(S(=O)(=O)Nc4nnc(CC)s4)cc3)c(=O)oc12,5,-34,-15,0,8,-0.1,-231,0.6,3
Cc1cc(SCc2cc(=O)n3ccsc3n2)nc2ccccc12,12,1,0,1,1,0.1,-2,2.9,-5
Cc1ncsc1CCC(=O)N1CCCC(C(=O)c2ccc3c(c2)OCO3)C1 (stereo not given),3,-2,2,3,0,-0.1,20,-0.3,6
O=S(=O)(c1cccc2nsnc12)N1CCN(Cc2ccccc2)CC1,3,-2,-2,0,9,-0.1,1,-2.8,4
CCc1occc(=O)c1Oc1cc(NN2CCCCC2)c([N+](=O)[O-])cc1[N+](=O)[O-],13,9,0,11,9,0.1,-6,1.1,-1
Cc1nn(C)c(C(=O)N/N=C/c2ccccc2)c1[N+](=O)[O-],-1,-5,0,2,1,0.0,1,1.2,5
COC(=O)c1ccc2c(c1)S(=O)(=O)NC(=NCc1ccco1)S2,6,4,2,1,3,0.1,-14,3.9,5
CNC(=O)NC1CCCc2ccccc21 (stereo not given),-4,1,3,0,1,-0.1,11,1.1,4
COc1cccc(OCc2ccc(C(=O)NCC3CCCO3)cc2)c1 (stereo not given),-3,2,8,1,0,1.2,9,0.0,-7
CC(=O)c1sc(NC(=O)CS(=O)(=O)c2ccccc2)nc1-c1ccccc1,5,-8,2,0,2,-0.1,14,1.7,-4

# Compound activity (PubChem BioAssay)

# This is a subset, so the mix of outcomes need not match the whole.
